# STEP inh: STEP (human) phosphatase inhibition; recombinant STEP, OMFP fluorogenic substrate, fluorescence; AID 588621; 360,000 tested, 0.25% active; inhibition, % at 20 µM;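 active = inhibition at 20 µM, scaled per plate between control wells, above about 37%, limit read from the data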;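 also: 0% = DMSO with enzyme and substrate and 100% = substrate only without enzyme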
# Target sequence (P54829 whole entry, looked up): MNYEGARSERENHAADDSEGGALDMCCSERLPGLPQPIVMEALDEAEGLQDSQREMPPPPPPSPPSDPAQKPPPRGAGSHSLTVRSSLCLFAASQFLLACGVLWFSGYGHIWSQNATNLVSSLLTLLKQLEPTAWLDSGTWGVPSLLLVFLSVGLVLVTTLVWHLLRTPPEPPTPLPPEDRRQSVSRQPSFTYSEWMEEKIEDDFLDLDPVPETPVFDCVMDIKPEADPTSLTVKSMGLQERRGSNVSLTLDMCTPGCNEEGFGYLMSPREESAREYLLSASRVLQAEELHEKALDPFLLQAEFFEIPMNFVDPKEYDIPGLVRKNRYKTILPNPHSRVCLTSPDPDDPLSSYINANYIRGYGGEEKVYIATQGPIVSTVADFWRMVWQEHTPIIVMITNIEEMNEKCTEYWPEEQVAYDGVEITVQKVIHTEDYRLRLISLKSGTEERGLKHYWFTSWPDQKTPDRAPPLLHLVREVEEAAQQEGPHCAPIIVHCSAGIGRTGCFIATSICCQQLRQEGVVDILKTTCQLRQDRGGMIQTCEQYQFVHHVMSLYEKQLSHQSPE
#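 Test system: STEP tyrosine phosphatase / Reagent: OMFP at 25 µM / Doses: 20 µM, 1% DMSO / Read-out: percent inhibition scaled to no-enzyme and uninhibited-enzyme controls, plate-pattern corrected / Detection: FITC-channel fluorescence of OMFP product / Medium: Bis-Tris buffer pH 6.0, 2.5 mM DTT, 0.005% Tween 20 / Schedule: 20 min at room temperature, dark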
# Rpn11 block: inhibitors of human proteasome Rpn11 | O00487 | human 26S proteasome, Ub4-pepOG fluorescence polarization; 20S core pre-blocked with epoxomicin | calls only at 20 µM | 360,000 tested, 0.59% active;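 active = inhibition at 20 µM, scaled to each plate's controls, above about 33%, limit read from the data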
# Target sequence (O00487 whole entry, looked up): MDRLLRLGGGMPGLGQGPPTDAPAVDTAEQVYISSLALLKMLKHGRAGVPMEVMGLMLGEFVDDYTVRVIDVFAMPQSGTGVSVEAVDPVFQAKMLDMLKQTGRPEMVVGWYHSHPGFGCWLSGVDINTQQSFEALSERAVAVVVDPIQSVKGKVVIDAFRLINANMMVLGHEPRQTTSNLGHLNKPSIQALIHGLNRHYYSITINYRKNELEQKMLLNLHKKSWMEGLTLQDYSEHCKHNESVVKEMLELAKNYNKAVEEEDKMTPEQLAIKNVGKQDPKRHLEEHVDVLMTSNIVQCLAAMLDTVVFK
# SUMO1 PPI mod: modulators of human SUMO1-mediated protein-protein interactions | SUMO1 binding to a labelled peptide, TR-FRET, 1 h | 360,000 tested, 0.33% active | inhibition, % at 20 µM; in the data active = inhibition above about 37%
# DNMT1 block: blocks human DNA methyltransferase DNMT1. P26358. DNMT1 molecular beacon, Hinp1I cleavage, fluorescence. inhibition (reported as % activation of signal), % at 10 µM. 360,000 tested, 0.83% active. AID 588458; in the data active = inhibition above about 50%
# CSN deneddyl inh: CSN deneddylation inhibition. 360,000 tested, 0.38% active. Q92905. Purified CSN, SCF-Nedd8-OG deneddylation, fluorescence polarization. inhibition, % at 12.5 µM;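 active = pattern-corrected inhibition above about 35%, with an unprinted fluorescence ratio check between 0.5 and 1.5, limit read from the data, passing the limit was not always enough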;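 also: 0% = enzyme with substrate and 100% = substrate without enzyme; some results filed as inactive read as strong as hits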
#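 Assay system: purified human Csn5 enzyme expressed in HEK293T cells; measure: % inhibition; also added: SCFSkp2-Nedd8OG substrate at 10 nM final; technique: fluorescence polarization; times: reaction 90 min, room temperature; medium: Tris buffer pH 7.5, NaCl, DTT, Tween-20, trehalose, ovalbumin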
# MsrA inh: inhibitors of bovine MsrA. purified bovine MsrA, absorbance read-out. inhibition, % at 15.5 µM. 360,000 tested, 0.75% active. AID 651718; in the data active = inhibition above about 4.5%;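 also: 0% = vehicle wells with enzyme and 100% = reference inhibitor wells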
# Scp-1 inhibitor: blocks human Scp-1 phosphatase activity | Q9GZU7 | Recombinant Scp1, phosphopeptide, malachite green phosphate absorbance | inhibition, % at 20 µM | 340,000 tested, 0.88% active;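 active = inhibition above about 50% at 20 µM, limit read from the data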;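 also: plate controls were DMSO wells with enzyme for no effect and wells lacking enzyme for full effect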
#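 Material – SCP-1 phosphatase catalytic domain, residues 76-261 · Buffer or medium – Acidic Tris acetate buffer with magnesium and detergent · Also added – Phospho 17-mer peptide substrate · Compound – single 20 µM dose, 1% DMSO · Times – 45 min room-temperature reaction, 5 min colour, 30 min stabiliser · Technique – Phosphate-binding colour reagent, absorbance read at 630 nm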
# LMPTP inh: LMPTP (human) inhibition. 360,000 tested, 0.22% active. P24666. inhibition, % at 20 µM. recombinant LMPTP-A, OMFP fluorogenic substrate, fluorescence intensity;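 active = compounds that cut the enzyme signal by at least half of the control window in the single-dose screen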;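 also: plate controls were DMSO wells with enzyme plus substrate for no effect and substrate without enzyme for full effect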
# Target sequence (P24666 whole entry, looked up): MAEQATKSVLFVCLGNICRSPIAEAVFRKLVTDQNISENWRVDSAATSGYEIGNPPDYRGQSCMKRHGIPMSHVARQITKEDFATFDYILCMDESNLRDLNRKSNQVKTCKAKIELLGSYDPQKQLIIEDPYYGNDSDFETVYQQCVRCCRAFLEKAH
#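 Assay system: LMPTP-A enzyme. Input: 0.625 nM LMPTP-A final. Probe or stimulus: 400 µM OMFP. Compound dosing: single 20 µM dose. Schedule: 50 min dark incubation at room temperature. Detection: fluorescence intensity of OMFP turnover product. Read-out: percent inhibition versus substrate-only and uninhibited controls. Benchmarks: no-enzyme low control, uninhibited high control.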
# TbMetRS inhib: Trypanosoma brucei MetRS inhibition | AID 624268 | purified T. brucei MetRS, ATP depletion, Kinase-Glo luminescence | 360,000 tested, 0.4% active | inhibition, % at 11.9 µM;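 active = inhibition above a per-plate cutoff of the control wells' mean inhibition plus 3 SD, cut at about 5.5% in these data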;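 also: 0% = DMSO wells median and 100% = median of wells with control inhibitor compound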
#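 technique = Kinase-Glo luminescence, ATP depletion format | system = purified MetRS (methionyl-tRNA synthetase) enzyme from Trypanosoma brucei | timing = 15 min preincubation, 2 h reaction, all 25 °C | evaluation = percent inhibition versus plate control medians | dosing = single dose, 11.9 µM final nominal, 0.9% final DMSO | also added = substrates ATP, L-methionine and bulk Escherichia coli tRNA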
# NadD inh: NadD (S. aureus) enzyme inhibition | inhibition, % at 20 µM | purified NadD enzyme, colorimetric absorbance read-out | AID 602399 | 360,000 tested, 0.78% active; in the data active = inhibition above about 26%; also: some compounds past the cut are filed as inactive
# Numbers without * were called inactive; i = inactive; . = no result given.
no.	smiles	STEP inh	Rpn11 block	SUMO1 PPI mod	DNMT1 block	CSN deneddyl inh	MsrA inh	Scp-1 inhibitor	LMPTP inh	TbMetRS inhib	NadD inh
1	Cc1cc(C)cc(N2C(N)=NC(N)=NC2c2ccccc2F)c1 (stereo not drawn)	0	i	-5	-1	0	-0.8	-4	-0.7	-0.8	0
2	CC(C)Sc1nc2ccc(Br)cc2[nH]1	2	i	1	2	1	1.4	-4	1.5	-0.1	7
3	Cc1nccn1CCCNC(=O)c1nc(Cn2cc([N+](=O)[O-])cn2)no1	-2	i	-4	0	3	1.0	-5	-0.3	-0.4	-10
4	O=C1Cc2ccccc2C(=O)N1Cc1cccc(Cl)c1	13	i	10	-10	5	0.5	-22	9.5	0.0	-5
5	CCN1CCN(Cc2cccc(Oc3ccc(Cl)cc3)c2)CC1	-17	i	0	-5	-4	1.3	0	-1.4	-0.7	-10
6	N#CC12CCCCC1CC1CCCCC1(C#N)N2N (stereo not drawn)	-1	i	2	0	6	-0.8	-9	-0.9	-0.5	-3
7	Cc1ccc(-c2nn(-c3ccccc3)cc2C(=O)NC2CCC(O)CC2)cc1 (stereo not drawn)	2	i	2	-1	-5	-0.6	-5	2.3	0.2	6
8	CCCc1cc2c(OC(=O)CC)c(-c3ccc(C(=O)OCC)o3)c(=O)oc2cc1OC	2	i	-3	5	-6	3.2	-10	0.7	0.4	2
9	COc1ccc(C(=O)CSc2nnc(-c3ccco3)n2C)cc1	2	i	1	-2	2	0.9	0	-0.9	0.5	4
10	Clc1ccc(CSc2cnnc3ccccc23)cc1Cl	4	i	-1	-2	5	0.6	5	0.2	-0.1	8
11	O=C(c1ccc(CNc2c(N3CCOCC3)c(=O)c2=O)cc1)N1CC=C(c2ccccc2)CC1	-2	i	8	-1	-1	0.3	-9	1.9	-0.2	11
12	CSCCn1c(C(C)(C)C)cc(C(=O)O)c1C	0	i	-2	1	-4	-1.5	-14	-1.3	-1.0	-6
13	Cc1cc2ncc(-c3cccs3)nc2cc1C	-1	i	-23	3	0	0.5	-4	1.8	-0.9	-10
14	CCCc1cc(=O)[nH]c(SCC(=O)Nc2ccc3c(c2)CCC3)n1	-2	i	1	-1	1	1.2	-2	0.1	-1.2	-1
15	COc1ccc(NC(=O)C(=O)NCC(c2ccco2)N2CCc3ccccc3C2)cc1OC (stereo not drawn)	0	i	2	-2	-4	-0.7	-6	1.9	-0.3	-2
16	CN(C(=O)CCN1CCCO1)C1CCCN(Cc2ccccc2F)C1 (stereo not drawn)	-2	i	-1	0	0	1.3	1	-1.0	0.5	-1
17	CC(=O)Nc1ccc(S(=O)(=O)NCC2CCC(C(=O)N3CCCCC3)CC2)cc1 (stereo not drawn)	-1	i	2	0	2	0.0	-7	-2.5	-1.1	-3
18	COc1ccccc1-n1c(O)c(C=NCc2ccccn2)c2ccccc2c1=O	-1	i	-16	0	5	0.8	-3	-0.3	0.3	-6
19	Cc1ccc(Nc2nc(N)nc(N)c2N=O)cc1Cl	.	.	-15	.	-1	1.9	.	24	-0.5	7
20	C/C(=N\NC(=O)CNC(=O)c1ccc2c(c1)OCO2)c1ccco1	-4	i	-6	3	0	1.9	1	-0.2	-0.2	-4

# Rewritten in transposed form: two of the compounds above
15) COc1ccc(NC(=O)C(=O)NCC(c2ccco2)N2CCc3ccccc3C2)cc1OC (stereo not drawn)
18) COc1ccccc1-n1c(O)c(C=NCc2ccccn2)c2ccccc2c1=O

entry no.	15	18
STEP inh	0	-1
Rpn11 block	i	i
SUMO1 PPI mod	2	-16
DNMT1 block	-2	0
CSN deneddyl inh	-4	5
MsrA inh	-0.7	0.8
Scp-1 inhibitor	-6	-3
LMPTP inh	1.9	-0.3
TbMetRS inhib	-0.3	0.3
NadD inh	-2	-6

# (list continues)
no.	smiles	STEP inh	Rpn11 block	SUMO1 PPI mod	DNMT1 block	CSN deneddyl inh	MsrA inh	Scp-1 inhibitor	LMPTP inh	TbMetRS inhib	NadD inh
21	CCc1ccc(NC(=O)c2cc(-c3ccc(F)cc3)on2)cc1	1	i	-5	5	2	-1.2	-3	-2.8	-0.6	-5
22	COC(=O)c1ccc(NS(=O)(=O)c2ccccc2)o1	4	i	0	4	-15	1.1	-7	0.0	0.0	-1
23	CC(C)c1ccc(NC(=O)COC(=O)Cn2cnc3c2c(=O)n(C)c(=O)n3C)cc1	-3	i	-1	9	1	-0.9	.	-2.0	0.0	-7
24	CCCCN(C=O)c1c(CC)nc2c(OCc3ccc(Cl)cc3)cccn12	3	i	2	0	-1	-1.5	.	1.0	-0.3	4
25	O=C(NCCCn1ccnc1)c1cc(-c2ccccc2)on1	-4	i	0	3	3	0.8	-7	-6.3	-0.1	-5
26	COC(=O)C[C@@H]1C=C[C@@H](NC(=O)CN(C)C)[C@@H](CO)O1	.	.	6	.	1	-1.6	.	-0.6	-0.6	.
27	CCC(C)N(CCNC(=O)CC1Oc2ccc(C)cc2NC1=O)C1CCCCC1 (stereo not drawn)	-3	i	4	0	0	-0.1	-12	-0.1	-0.1	-6
28	O=C(CN1C(=O)NC2(CCCCCCC2)C1=O)NCc1ccc(Cl)cc1	3	i	3	-1	-3	0.0	-12	-0.5	-0.3	-4
29	Cc1nnc(SCC(=O)c2ccc(C(C)C)cc2)s1	2	i	-2	0	-5	1.3	-2	-1.3	-1.0	-2
30	Fc1cccc(COc2ccccc2C(=S)N2CCCC2)c1	-1	i	1	3	-18	-0.5	-6	-1.2	-0.4	-8
31	CCOC(=O)c1[nH]c2ccccc2c1NC(=S)Nc1cccc(C)c1	2	i	-13	-5	0	1.7	3	0.1	-0.7	5
32	CCn1c(=S)[nH]c2cc(S(=O)(=O)N3CCCCC3)ccc21	11	i	-3	-3	0	-0.5	3	-1.3	-0.3	3
33	CN(CC1CCCO1)S(=O)(=O)c1ccc(C(=O)Nc2ccc3c(c2)OCO3)cc1 (stereo not drawn)	2	i	3	-3	3	0.2	-15	-0.5	-0.6	-2
34	CCOC(=O)/C(=C\c1ccc(C)cc1)NC(=O)c1ccccc1	-1	i	-1	1	2	0.2	-8	-0.6	-0.9	1
35	CCOC(=O)c1cnc2c(C(=O)OC)cccc2c1NCCN1CCOCC1	1	i	-7	-3	-11	2.5	-3	-0.9	-1.1	-2
36	COC(=O)c1ccc(Oc2nc(C)cc(Oc3ccccc3)n2)cc1	1	i	-2	-2	-2	0.3	2	-1.0	-0.8	4
37	O=S(=O)(O)C(c1ccccc1)C1(O)CCCCC1 (stereo not drawn)	-1	i	-4	1	3	0.6	-8	-1.8	0.3	3
38	CNc1nc(SCc2ccc(C)cc2)nc2c1CCCC2	1	i	0	-3	3	0.4	-2	6.0	-0.3	-3
39	CCC(C)[C@H](NC(=O)[C@@H]1CSC2c3ccccc3C(=O)N21)C(=O)NCc1ccncc1 (stereo partly drawn)	4	i	2	0	4	-0.6	-7	-0.2	-0.6	-4
40	O=C(CN1C(=O)c2ccccc2S1(=O)=O)Nc1ncc(Cl)cc1Cl	2	i	15	16	-4	0.4	17	-0.5	-0.2	6

# The list goes on:
no.	smiles	STEP inh	Rpn11 block	SUMO1 PPI mod	DNMT1 block	CSN deneddyl inh	MsrA inh	Scp-1 inhibitor	LMPTP inh	TbMetRS inhib	NadD inh
41	O=C(O)CCCN1C(=O)c2ccc(Oc3cccc([N+](=O)[O-])c3)cc2C1=O	-3	i	-15	0	4	2.1	-1	0.0	0.2	1
42	Cc1ccc(Nc2nnc(C(C)(C)C)c(=O)n2N)cc1	0	i	3	1	0	0.5	-9	-1.5	0.2	-5
43	COc1ccc(C(=O)NCCc2nnc3ccc(SCC(=O)Nc4ccccc4F)nn23)cc1	0	i	2	0	-4	-0.1	1	-0.6	-0.7	-8
44	Cn1c2ccccc2c2nnc(SCCN3CCOCC3)nc21	0	i	-15	1	5	0.8	-3	0.8	0.3	3
45	CCCn1cc(CN2CCN(Cc3ccc(C)o3)C(CCO)C2)c(C)n1 (stereo not drawn)	0	i	0	-3	2	-0.2	-5	-0.5	-0.5	-4
46	CCOC(=O)c1cnc2c(c(C)nn2CC)c1NC1CC1	4	i	1	-4	-5	0.8	-2	-0.3	-0.8	3
47	CC(=O)NC(Cc1c[nH]c2ccccc12)C(=O)OCC(=O)Nc1ccc2c(c1)OCO2 (stereo not drawn)	4	i	2	-6	2	2.4	-14	0.1	-0.6	3
48	CC(O)[C@H]1CC[C@H]2[C@@H]3CC[C@H]4C[C@@H](O)CC[C@]4(C)[C@H]3/C(=N/O)C[C@]12C (stereo partly drawn)	-3	i	13	-1	0	-1.5	-2	-0.3	0.5	-3
49	CCn1c(SCC(=O)c2ccccc2)nnc1-c1cc2cc(Br)ccc2o1	4	i	-1	6	0	0.6	-2	0.3	-0.5	13
50	COc1ccc(N(C(C)C(=O)N2CCC(Cc3ccccc3)CC2)S(C)(=O)=O)cc1 (stereo not drawn)	0	i	-1	0	3	-0.7	-3	-1.4	-0.1	-7
51	CCOc1ccc(NS(=O)(=O)c2ccc(SC)cc2)cc1	-2	i	-2	-14	-3	-0.8	-14	-0.8	-0.8	-3
52	COc1ccc(CNC(=O)C2CCN(S(=O)(=O)c3cccc(C(F)(F)F)c3)CC2)cc1	-4	i	0	10	6	-1.6	10	-0.5	-0.8	-9
53	Cn1cc(Br)c(C(=O)Nc2nccs2)n1	2	i	2	1	-1	-0.6	-7	-2.0	-0.3	-6
54	Cc1ccc(SCc2cc(=O)[nH]c(N3CCN(Cc4ccc5c(c4)OCO5)CC3)n2)cc1	2	i	1	-7	-5	-0.4	0	1.3	-0.4	-5
55	Cn1c(=O)c2cc(NC(=S)NCc3ccccc3F)ccc2n1Cc1ccccc1	2	i	4	-11	3	0.1	.	2.3	0.7	-9
56	CC(=O)c1ccc(-n2nnnc2SCC(=O)NNC(=O)c2ccco2)cc1	-2	i	1	-2	-1	-0.2	-5	-0.8	0.3	7
57	COc1ccc(N(C)S(=O)(=O)c2ccc3c(c2)CCN3C(=O)C2CC2)c(OC)c1	3	i	4	3	2	0.0	-7	2.0	-0.4	-2
58	CCn1c(C)nc2cc(C(=O)N/N=C/c3ccc(N4CCOCC4)cc3)ccc21	1	i	-14	-5	8	5.5*	-5	0.2	0.0	0
59	Cc1c(NC(=O)N2CCCCCC2)c(=O)n(-c2ccccc2)n1C	-2	i	3	-2	0	1.6	-9	-0.3	-0.6	0
60	COCCC(=O)N1CCC(Oc2ccc(C(=O)N3CCC(N(C)C)C3)cc2)CC1 (stereo not drawn)	0	i	2	-1	0	-1.1	-3	-1.4	0.1	-3

# Source: PubChem BioAssay
